JMJD2A Tudor inh = JMJD2A Tudor domain (human) inhibition; 390,000 compounds, 4.4% hits; AlphaScreen JMJD2A-Tudor / H3K4me3 peptide binding; AID 504339; Potency, µM (titrated, usually from 114 µM), without a hit: top-dose activity change, negative = inhibition, most hits filed as inhibitors; further: potency means the concentration at half of the fitted maximal effect; on the % scale 0 is the no-effect control and ±100 the full control effect; nearly all actives have a fitted effect of over 50% in size
PI4K2A block = PI4K2A (human) kinase inhibition; 420,000 compounds, 0.13% hits; Q9BTU6; AID 1346378; purified PI4K2A, ADP-Glo luminescence, 1 h; active compounds read low; activity change, negative = inhibition, % at 76.9 µM; in the data active means activity change below about -50%; inconclusive means mostly about -30% to -49%;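 further: -100% = wells without enzyme as full effect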
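In this quantitative HTS, ADP production by PI4K2A was quantified luminescently after 1 h at ambient temperature; 100 microM adenosine served as plate-quality control.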
ERG-DNA inh = inhibitors of human ERG Ets domain-DNA interaction | P11308 | fluorescence polarization, His-ERG Ets domain / labelled DNA | Potency, µM (titrated, usually from 76.9 µM), for inactives: at the highest dose FP activity, negative = inhibition, hits mostly inhibitors | 370,000 compounds, 0.028% hits; active means well fitted inhibition curve with a large enough effect in the polarisation, with a control signal flat; inconclusive means small, poorly fitted or top-dose-only effect, or effect the other way, or a change in a side signal; inactive means no such curve, though single readings can be large or run the other way; the % refers to the polarisation;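 further: polarization taken with two DNA probes labelled with fluorescein and Texas red; potency means the concentration at half of the fitted maximal effect; % of control where 0% means no effect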
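His-tagged ERG Ets domain (1 uM in the protein solution; 300mM KCl, 50mM Tris-HCl, 1mM EDTA, 1mM DTT, pH 7.5) received compound, then a probe mix of 5 nM fluorescein-DNA and 100nM Texas-615-DNA. Fluorescence polarization was read for both dyes.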
GLS inhibitor = blocks human kidney-isoform glutaminase activity | O94925 | 410,000 compounds, 0.21% hits | AID 624170 | GLS enzymatic activity, qHTS titration | Potency, µM (highest dose often 45.5 µM), for the others: at the top dose activity change, negative = inhibition, actives largely listed as inhibitors; further: potency means the concentration at half of the fitted maximal effect; on the % scale 0 is the no-effect control and ±100 the full control effect
Target sequence (O94925 whole entry, looked up, canonical isoform): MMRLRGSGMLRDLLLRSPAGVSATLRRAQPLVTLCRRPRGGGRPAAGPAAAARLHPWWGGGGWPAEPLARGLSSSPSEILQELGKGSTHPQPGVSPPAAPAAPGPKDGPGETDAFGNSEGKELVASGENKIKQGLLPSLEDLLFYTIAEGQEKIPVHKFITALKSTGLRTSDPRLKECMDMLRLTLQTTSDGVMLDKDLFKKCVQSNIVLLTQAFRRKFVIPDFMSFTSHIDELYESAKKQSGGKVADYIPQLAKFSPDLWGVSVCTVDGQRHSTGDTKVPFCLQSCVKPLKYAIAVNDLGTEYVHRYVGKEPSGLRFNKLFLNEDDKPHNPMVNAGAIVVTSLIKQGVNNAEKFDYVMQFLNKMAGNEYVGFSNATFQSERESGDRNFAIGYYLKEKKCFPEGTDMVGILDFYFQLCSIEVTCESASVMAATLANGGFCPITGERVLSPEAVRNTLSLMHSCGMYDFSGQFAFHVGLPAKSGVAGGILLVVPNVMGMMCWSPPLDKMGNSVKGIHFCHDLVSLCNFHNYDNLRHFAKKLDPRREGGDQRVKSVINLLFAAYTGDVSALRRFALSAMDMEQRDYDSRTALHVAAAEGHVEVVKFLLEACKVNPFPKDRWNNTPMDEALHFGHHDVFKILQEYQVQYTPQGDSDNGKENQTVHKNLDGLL
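hKGA; 45 mM KH2PO4 pH 8.2 + 0.02% Tween-20; cpd via pin tool; 1 mM Gln soln; GluOx/HRP/Amplex Red; RT 30 min; fluor. t0 & final.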
BAZ2B inh = BAZ2B (human) inhibition; AID 504333; AlphaScreen BAZ2B-H3K14Ac peptide displacement; Potency, µM (top dose mostly 114 µM), inactives show top-dose activity change, negative = inhibition, actives largely listed as inhibitors; 360,000 compounds, 4.4% hits; Q9UIF8; further: potency means the concentration at half of the fitted maximal effect; on the % scale 0 is the no-effect control and ±100 the full control effect; nearly all actives have a fitted effect of over 60% in size
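AlphaScreen luminescence quantifies BAZ2B engagement of H3K14Ac peptide; the protein and biotinylated peptide are both at 50 nM final, buffer PBS pH 7.4 with 0.01% Tween-20, all steps at room temperature.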
Pin1 inh = inhibitors of human Pin1; Pin1 FP peptide displacement, HiFluor488, 10 min; Potency, µM (highest dose often 115 µM), inactives show at the highest dose activity, negative = inhibition, actives largely listed as inhibitors; 390,000 compounds, 0.009% hits; active means well fitted inhibition curve with a large enough effect in the polarisation, with a control signal flat, not every such curve was filed as active; inconclusive means small, poorly fitted or top-dose-only effect, or effect the other way, or a change in a side signal; inactive means no such curve, though single readings can be large or run the other way; the % refers to the polarisation; further: potency means the concentration at half of the fitted maximal effect; on the % scale 0 is the no-effect control and ±100 the full control effect
Target sequence (Q13526 whole entry, looked up): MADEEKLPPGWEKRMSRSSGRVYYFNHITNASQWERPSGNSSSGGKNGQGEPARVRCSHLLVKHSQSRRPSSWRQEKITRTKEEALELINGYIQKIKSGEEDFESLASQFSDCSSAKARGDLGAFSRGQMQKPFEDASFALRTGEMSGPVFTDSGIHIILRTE
HP1b chromo inh = HP1-beta chromodomain-methylated histone interaction inhibition; P83916; AlphaScreen HP1-beta / biotin-H3K9me3 peptide binding; Potency, µM (top dose mostly 114 µM), without a hit: at the highest dose activity change, negative = inhibition, usual class: inhibitors; 390,000 compounds, 0.56% hits; AID 540317; further: potency means the concentration at half of the fitted maximal effect; nearly all actives have a fitted effect of over 70% in size; inactives centre near 23
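HP1-beta protein (50 nM final) preincubated 30 min at room temperature with biotinylated H3(1-18)K9me3 peptide (50 nM) in PBS pH 7.4, 0.01% Tween-20, then compound added for 30 min. AlphaScreen streptavidin donor/nickel chelate acceptor beads (10 ug/mL final), 30 min dark, luminescence read.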
G9a inh = inhibitors of human histone lysine methyltransferase G9a; AID 504332; Potency, µM (titrated, usually from 102 µM), for inactives: at the top dose activity, negative = inhibition, actives largely listed as inhibitors; 350,000 compounds, 8.8% hits; G9a H3K9 monomethylation, AlphaScreen, 2 h; further: potency means the concentration at half of the fitted maximal effect; on the % scale 0 is the no-effect control and ±100 the full control effect; nearly all actives have a fitted effect of over 75% in size
Target sequence (Q96KQ7 913-1193 limits assumed): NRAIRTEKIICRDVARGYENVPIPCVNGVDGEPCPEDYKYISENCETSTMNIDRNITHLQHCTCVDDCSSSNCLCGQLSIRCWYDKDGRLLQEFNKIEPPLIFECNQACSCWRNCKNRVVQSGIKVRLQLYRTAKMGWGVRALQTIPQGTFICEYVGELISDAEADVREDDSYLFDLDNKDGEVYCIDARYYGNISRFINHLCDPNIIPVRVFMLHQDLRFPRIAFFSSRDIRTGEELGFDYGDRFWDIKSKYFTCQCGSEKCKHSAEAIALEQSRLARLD
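Readings reflect AlphaScreen signal from monomethyl-H3K9 antibody detection. HMT at 20 nM; substrate b-H3K9 500 nM; cofactor SAM 20 uM; 2 h RT reaction; compounds tested as titrations in qHTS with 15 min preincubation.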
PGK inhibitor = T. brucei PGK inhibition. 380,000 compounds, 0.043% hits. Potency, µM (top dose mostly 57.5 µM), without a hit: at the highest dose activity change, negative = inhibition, most hits filed as inhibitors. PGK/GAPDH coupled, Kinase-Glo luminescence, 60 min; further: potency means the concentration at half of the fitted maximal effect; on the % scale 0 is the no-effect control and ±100 the full control effect; nearly all actives have a fitted effect of over 60% in size
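Luminescent ATP detection (Kinase-Glo Plus) follows a 60-minute room-temperature incubation, with wells lacking PGK as controls. Buffer: 100 mM TEA (pH 7.6), 5 mM MgCl2, 0.01% Tween-20. Coupling enzyme GAPDH (100 nM final) supplies unstable 1,3-BPG in-well.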
* marks the source's active call; other numbers are inactive results; i = inactive; ? = inconclusive; · = not tested or not shown; [ ] = remark or other dose. Unless noted, the call rests on the fitted dose curve; in most records, active means well fitted curve in the direction sought with a large enough effect; inconclusive means small, poorly fitted or top-dose-only effect, or another doubt; inactive means no such curve, though single readings can be large; an effect the other way counts as inactive or inconclusive.

entry | SMILES | JMJD2A Tudor inh | PI4K2A block | ERG-DNA inh | GLS inhibitor | BAZ2B inh | Pin1 inh | HP1b chromo inh | G9a inh | PGK inhibitor
1 | CCCOc1ccc(N2CC(C(=O)NC3=NCCS3)CC2=O)cc1 (stereo unspecified) | 0% | -1 | 7% | 1% | -17% | 6% | 37% | 13%[59 µM] | 7%
2 | CC(/C=C1\SC(=S)N(c2ccc(C(=O)O)cc2)C1=O)=C\c1ccccc1 | 45µM* | -6 | 35%[activator] | ? | 22µM* | · | ? | 32µM* | -28%
3 | N#Cc1c(Cl)nsc1NCCN1CCOCC1 | 3% | -4 | -9% | 6% | -2% | 3% | 40%[activator] | -8% | 0%
4 | Cc1ccc(OC(C)C(=O)N2CCN(CCc3ccccn3)CC2)cc1C (stereo unspecified) | 3% | -3 | -3% | 0% | 4% | -11% | 37%[activator] | -6%[59 µM] | -3%
5 | COc1ccc(C23CC4CC(CC(C4)C2)C3)cc1C(=O)NCCN(C)C | ? | -3 | -5% | 5% | -38% | -10% | 16% | -13%[59 µM] | -2%
6 | CCCn1cnc2c(=O)oc3ccccc3c21 | -3% | -16 | -4% | 1% | 8% | 1% | 12% | 7%[59 µM] | -3%
7 | COCCn1c(C)cc(C(=O)COC(=O)/C=C/c2ccc(OC)cc2OC)c1C | ? | 8 | -4% | -11% | · | 7% | ? | · | -1%
8 | COc1cccc(Nc2nc(-c3cccc(N4C(=O)c5ccccc5C4=O)c3)cs2)c1 | ? | -5 | -12% | 11% | ? | 1% | ? | 14µM* | 0%
9 | Cc1cc2ncn(C(=O)N3CCCCCC3)c2cc1C | -1% | -4 | 0% | 9% | 2% | ? | 43% | 11%[59 µM] | 7%
10 | CC1=NNC(=O)C1CC(=O)N/N=C(\C)c1ccco1 (stereo unspecified) | -7% | -24 | -8% | -15% | -2% | -4% | 7% | 28% | -4%
11 | CC1=[N+](C)c2ccc3ccccc3c2C1(C)C | ? | -1 | 99%[activator] | 2% | 50µM* | -6% | -5% | 8.9µM* | -2%
12 | Cc1cc(=O)n2nc(N3CCC(C(=O)N4CCN(Cc5ccccc5)CC4)CC3)sc2n1 | 10% | 6 | 1% | 11% | 4% | 2% | 30% | -35%[12.7 µM] | 9%
13 | CC(C)NC(=O)NC(=O)CSc1ccc(S(=O)(=O)N2CCCC2)cn1 | -12% | -2 | -15% | 2% | 4% | 6% | 37% | -7%[2.33 µM] | i
14 | Cc1cc(O)ccc1N/C=C1\CCCC1=O | -15% | -1 | ? | 1% | ? | 6% | 12% | ? | 3%
15 | O=C(NCCN1CCOCC1)/C(=C/c1ccc(Cl)cc1)NC(=O)c1ccccc1 | -1% | -1 | 1% | 4% | 0% | 4% | 20% | -2% | 7%
16 | Cc1ccc(C(=O)N2CCCC2)cc1Br | -9% | 3 | 0% | 4% | -6% | 4% | 39%[activator] | -1% | -1%
17 | COC(c1ccccc1)c1nnc(CCC(=O)NCCCc2ccccc2)o1 (stereo unspecified) | -13% | -7 | -8% | -5% | 2% | -2% | 35% | · | -5%
18 | Cc1ccc(S(=O)(=O)N2CCN(C(C)C(=O)Nc3ccccc3-c3ccccc3)CC2)cc1 (stereo unspecified) | -20% | 2 | 0% | -2% | 3% | 37%[activator] | 4% | 18%[59 µM] | -1%
19 | Cc1cccc(OCCC(=O)NCC(=O)Nc2c(C)cccc2C)c1 | 13% | -4 | 4% | 2% | 2% | 0% | 7% | 29%[59 µM] | -10%
20 | COc1ccc(CC(=O)Nc2ccc(S(=O)(=O)N3CCCCC3)cc2)cc1OC | -23% | -9 | 4% | 8% | 2% | 7% | 13% | ? | 7%
21 | O=C(N/N=C/c1cc(Cl)cc([N+](=O)[O-])c1O)C(O)(c1ccccc1)c1ccccc1 | 50µM* | 0 | 7% | 11% | ? | -7% | ? | 28µM* | -9%
22 | Nc1oc2ccccc2c(=O)c1-c1ccc2c(c1)OCO2 | -7% | 8 | -4% | -3% | 8% | 2% | 7% | -3% | -1%
23 | CC1CCN(C(=O)C2CCCN2S(=O)(=O)c2ccc(Cl)cc2)CC1 (stereo unspecified) | -8% | 0 | 9% | -13% | -19% | -4% | 33% | -1% | i
24 | CSCC(NS(=O)(=O)c1ccc(C)cc1)C(=O)O (stereo unspecified) | 7% | -3 | -12% | 59% | -2% | -1% | 66%[activator] | · | -3%
25 | CCCCC(=O)NC(c1ccccc1)c1ccc2cccnc2c1O (stereo unspecified) | -22% | 7 | 11% | -11% | 40µM* | 2% | 56%[activator] | 23% | -5%
26 | CC1CCCC(NC(=O)COC(=O)c2cccs2)C1C (stereo unspecified) | 12% | 3 | 8% | -9% | 12% | -1% | 34%[activator] | 10%[12.7 µM] | -2%
27 | O=S(=O)(NCC(c1ccco1)N1CCN(c2ccccc2)CC1)c1ccc(F)cc1 (stereo unspecified) | ? | -5 | 5% | 25% | -13% | 4% | -12% | ? | i
28 | Cc1nnc(Sc2nc3ccccc3o2)c2ccccc12 | -17% | 8 | -2% | 19% | -1% | 0% | 27% | ? | ?
29 | O=C(C1CCC(CNS(=O)(=O)c2cccs2)CC1)N1CCN(c2ccc(F)cc2)CC1 (stereo unspecified) | -17% | 3 | 1% | 38%[activator] | -5% | 8% | -2% | -28% | 6%
30 | O=C(Nc1ccc(Cl)cc1)C1c2cccc[n+]2CC(=O)N1Cc1ccc2c(c1)OCO2 (stereo unspecified) | ? | 0 | -10% | -1% | · | 13% | 25% | 22µM* | ·
31 | CCOc1ccc(-c2ccc(SCC(=O)N3CCOCC3)nn2)cc1 | -12% | 0 | 13% | 0% | -8% | 5% | 23% | 17% | -4%
32 | O=C(CCS(=O)(=O)c1nc(-c2ccc3c(c2)OCO3)cc(C(F)(F)F)n1)Nc1ccccc1F | -10% | 11 | 0% | -5% | 14% | 25% | 37%[activator] | -7%[59 µM] | -4%
33 | O=C1Cc2ccccc2Sc2cc(OCCCN3CCCCC3)ccc21 | -25% | 9 | · | 6% | -9% | 2% | 5% | ? | 2%
34 | COc1ccc(CN(C)C(=O)COC(=O)c2cnc(Cl)c(Cl)c2)cc1 | 5% | 3 | 8% | 0% | · | 3% | 37%[57 µM] | · | -1%
35 | CCc1ccc2c(c1)c(=O)c(C(=O)c1ccc(C)cc1)cn2CC(=O)Nc1ccc2c(c1)OCCO2 | -9% | -2 | -1% | 2% | -18% | 2% | 40%[activator] | 8%[59 µM] | 1%
36 | COc1ccc(S(=O)(=O)NC(C)C(=O)Nc2cccc(C(C)=O)c2)cc1 (stereo unspecified) | -15% | -7 | 3% | 4% | 7% | 3% | 11% | ? | -9%
37 | Cc1ccc(C(=O)OC(C)C(=O)NCc2ccc3c(c2)OCO3)cc1S(=O)(=O)N1CCOCC1 (stereo unspecified) | -12% | 3 | 8% | 8% | -16% | -8% | 2% | -7%[0.501 µM] | -8%
38 | O=C(c1ccsc1)N1CCCC(N2CCN(c3ccccc3F)CC2)C1 (stereo unspecified) | -11% | -1 | -12% | -2% | -20% | 11% | 16% | ? | i
39 | CCn1c(=O)c([N+](=O)[O-])c(NCCc2ccc(OC)c(OC)c2)c2ccccc21 | -12% | 0 | -5% | -13% | -3% | -4% | 22% | 3%[59 µM] | i
40 | C[n+]1c2n(c3ccccc31)N=C(c1cc(C(C)(C)C)c(O)c(C(C)(C)C)c1)CS2 | -35% | -2 | -1% | -14% | -23% | 2% | 0% | -46% | -2%
41 | CC(C)(C)N=C1NN=C(c2ccc(S(=O)(=O)N3CCCCC3)cc2)CS1 | -28% | -2 | 4% | -5% | -36% | -3% | 12% | 35µM* | -4%
42 | O=C(O)CCCC(=O)Nc1ccccc1C(=O)O | ? | 2 | -4% | 0% | -4% | -5% | 18% | -12%[2.33 µM] | 1%
43 | C#CC(CC)(CC)NC(=O)/C=C/C(=O)O | 0% | 1 | 67%[activator] | 5% | 1% | 0% | 16% | · | -2%
44 | Cc1cc(C)c(C(=O)COc2cccnc2[N+](=O)[O-])cc1C | 56µM* | -4 | 5% | 10% | 50µM* | ? | 3% | 7.1µM* | -4%
45 | Cn1c(N)c(S(=O)(=O)NCc2ccc(F)cc2)c(=O)n(C)c1=O | -10% | -4 | 11% | 7% | -3% | 5% | 9% | 12% | -4%

6 compounds out of the list above, ordered by the number in Pin1 inh, rising.
entry | SMILES | JMJD2A Tudor inh | PI4K2A block | ERG-DNA inh | GLS inhibitor | BAZ2B inh | Pin1 inh | HP1b chromo inh | G9a inh | PGK inhibitor
37 | Cc1ccc(C(=O)OC(C)C(=O)NCc2ccc3c(c2)OCO3)cc1S(=O)(=O)N1CCOCC1 (stereo unspecified) | -12% | 3 | 8% | 8% | -16% | -8% | 2% | -7%[0.501 µM] | -8%
21 | O=C(N/N=C/c1cc(Cl)cc([N+](=O)[O-])c1O)C(O)(c1ccccc1)c1ccccc1 | 50µM* | 0 | 7% | 11% | ? | -7% | ? | 28µM* | -9%
23 | CC1CCN(C(=O)C2CCCN2S(=O)(=O)c2ccc(Cl)cc2)CC1 (stereo unspecified) | -8% | 0 | 9% | -13% | -19% | -4% | 33% | -1% | i
43 | C#CC(CC)(CC)NC(=O)/C=C/C(=O)O | 0% | 1 | 67%[activator] | 5% | 1% | 0% | 16% | · | -2%
22 | Nc1oc2ccccc2c(=O)c1-c1ccc2c(c1)OCO2 | -7% | 8 | -4% | -3% | 8% | 2% | 7% | -3% | -1%
31 | CCOc1ccc(-c2ccc(SCC(=O)N3CCOCC3)nn2)cc1 | -12% | 0 | 13% | 0% | -8% | 5% | 23% | 17% | -4%
